# Screening data deposited in PubChem BioAssay by several laboratories.
# PPARg SRC-1 ag – agonists of human PPARgamma SRC-1 coactivator recruitment; AID 631; PPARgamma-SRC-1 coactivator recruitment biochemical assay; activation, % at 8 µM; 200,000 compounds, 0.41% hits; in the data active = activation above about 19%;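 note: 0% = DMSO and 100% = reference agonist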
# Target sequence (P37231 whole entry, looked up): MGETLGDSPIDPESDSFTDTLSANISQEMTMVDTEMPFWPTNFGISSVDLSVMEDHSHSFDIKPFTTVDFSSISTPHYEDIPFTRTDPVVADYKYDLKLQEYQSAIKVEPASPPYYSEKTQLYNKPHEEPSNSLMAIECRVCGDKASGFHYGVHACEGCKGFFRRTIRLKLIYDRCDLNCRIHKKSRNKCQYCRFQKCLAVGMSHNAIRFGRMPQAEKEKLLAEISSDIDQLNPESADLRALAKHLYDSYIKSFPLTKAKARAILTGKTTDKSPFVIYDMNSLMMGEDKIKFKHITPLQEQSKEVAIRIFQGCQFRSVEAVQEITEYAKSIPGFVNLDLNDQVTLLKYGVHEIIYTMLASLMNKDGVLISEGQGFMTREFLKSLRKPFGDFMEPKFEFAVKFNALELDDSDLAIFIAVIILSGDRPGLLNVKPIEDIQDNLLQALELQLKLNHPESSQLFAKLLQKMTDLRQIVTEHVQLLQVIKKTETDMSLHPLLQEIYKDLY
# S1P3 antagonist – S1P3 (human) receptor antagonism; Q99500; CHO S1P3 NFAT-BLA reporter, FRET fluorescence, antagonist mode; inhibition, % at 4.98 µM; 170,000 compounds, 0.27% hits; AID 485;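 active = inhibition above the plate cutoff, the mean inhibition of test wells on that plate plus 3 SD, cut at about 28% in these data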;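 note: cells challenged with S1P at its EC80 of 0.8 µM; blue over green emission ratio from cleaved BLA substrate after 4 h stimulation; 0% = S1P-stimulated wells and 100% = unstimulated DMSO-only wells; some compounds past the cut are filed as inactive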
# Target sequence (Q99500 whole entry, looked up): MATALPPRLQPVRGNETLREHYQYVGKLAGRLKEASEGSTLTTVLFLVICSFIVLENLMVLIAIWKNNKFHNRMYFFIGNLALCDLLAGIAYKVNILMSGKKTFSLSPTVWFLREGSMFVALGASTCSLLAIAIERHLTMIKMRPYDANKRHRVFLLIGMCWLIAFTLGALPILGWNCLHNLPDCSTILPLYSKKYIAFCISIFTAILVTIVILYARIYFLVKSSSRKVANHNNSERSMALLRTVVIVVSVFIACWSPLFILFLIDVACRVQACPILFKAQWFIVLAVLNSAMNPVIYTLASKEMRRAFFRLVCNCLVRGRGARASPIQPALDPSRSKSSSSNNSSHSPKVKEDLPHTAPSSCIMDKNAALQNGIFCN
# STAT1 blocker – inhibitors of IFN-gamma induced STAT1 signaling | AID 920 | NIH 3T3 STAT1-luciferase reporter, luminescence | 200,000 compounds, 0.35% hits | inhibition, % at 5.5 µM;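 active = inhibition above a set limit, the mean inhibition across all tested compounds plus 3 SD, cut at about 34% in these data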;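 note: 0% = IFN-gamma with DMSO and 100% = IFN-gamma with 300 µM nifuroxazide; values of inactives mirror those of a sister screen read the other way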
# STAT3 act – increases IL-6 driven STAT3 reporter signal; U3A cells, IL-6 STAT3-luciferase reporter, luminescence; 100% = signal with IL-6 EC80 alone; activation (% of control), % at 5.6 µM; 190,000 compounds, 0.91% hits; AID 871;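 active = activation above the screen-wide mean of compound activation plus 3 SD, cut at about 130% in these data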;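 note: 0% = background luminescence of wells with medium and substrate only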
#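 Material: human STAT1-deficient U3A cells with stable STAT3-luciferase reporter / Probe or stimulus: IL-6 stimulus at 33 ng/mL final / Schedule: 1 h compound pre-exposure, 6 h IL-6 stimulation, 37 °C / Technique: luminescence / Read-out basis: percent of IL-6-only median luminescence / Control set: IL-6-only high control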
# ROMK mod – human ROMK K+ channel modulation, primary screen; 130,000 compounds, 2% hits; B-score at 10 µM; Tet-inducible ROMK, thallium flux fluorescence; actives lie on both sides;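 active = signal ratio slope over the read window, or its plate-corrected B-score, at least 3 SD from the plate mean, either direction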;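 note: B-score of the F/F0 ratio slope over 7 to 12 s after thallium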
# PPARg SRC-3 ag – agonists of human PPARgamma SRC-3 coactivator recruitment | P37231 | biochemical PPARgamma/SRC-3 coactivator recruitment assay | activation, % at 8 µM | 200,000 compounds, 0.26% hits | AID 731; in the data active = activation above about 23%;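 note: 0% = DMSO and 100% = reference agonist; some compounds past the cut are filed as inactive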
# PPARg SRC-2 ag – promotes SRC-2 coactivator recruitment by human PPARgamma | P37231 | PPARgamma LBD-SRC-2 recruitment, biochemical | activation, % at 8 µM | 200,000 compounds, 0.34% hits | AID 1032; in the data active = activation above about 22%;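 note: 0% = vehicle and 100% = reference agonist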
# SRC2 TRFRET art – TR-FRET artefact, counter-screen to PPARgamma/SRC-2 agonist assay; AID 1049; TR-FRET ratio at 8 µM; stronger effect = higher value; 200,000 compounds, 0.4% hits; in the data active = TR-FRET ratio above about 2000; note: inactives centre near 1500
# STAT3 inh – reduces IL-6 driven STAT3 reporter signal; 190,000 compounds, 0.89% hits; U3A cells, IL-6 STAT3-luciferase reporter, luminescence; host cell line lacks STAT1; inhibition, % at 5.5 µM;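 active = inhibition above the mean inhibition across all screened compounds plus 3 SD, cut at about 44% in these data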;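 note: 0% = DMSO only wells and 100% = 100 µM nifuroxazide control wells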
# TLR4 MyD88 comp – inhibitors of human TLR4-MyD88 binding. O00206+Q99836. HeLa CL3-4 TLR4/MyD88 BLA complementation, FRET ratio. inhibition, % at 8.4 µM. 200,000 compounds, 0.18% hits; in the data active = inhibition above about 25%;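 note: 0% = vehicle and 100% = reference inhibitor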
# RAM inhibit – yeast RAM network inhibition; S. cerevisiae dse1pr::URA3 reporter, 5-FOA growth OD615, 2 d; analog-sensitive cbk1-as2 kinase mutant strain; inhibition, % at 50 µM; 190,000 compounds, 1.8% hits;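 active = inhibition above a set limit, 3 SD over mean compound inhibition, cut at about 8.4% in these data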;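 note: 0% = DMSO-only wells with no growth and 100% = 10 µM 1-NA-PP1 full growth; inhibition rescues growth on 5-FOA so higher OD means more RAM inhibition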
# * marks the source's active call; other numbers are inactive results; x = no result given.
SMILES,PPARg SRC-1 ag,S1P3 antagonist,STAT1 blocker,STAT3 act,ROMK mod,PPARg SRC-3 ag,PPARg SRC-2 ag,SRC2 TRFRET art,STAT3 inh,TLR4 MyD88 comp,RAM inhibit
O=C(Cn1cc2c(n1)CCCC2)Nc1ccccc1Cl,4,-7,-8,96,x,-3,0,1601,5,2,0.3
COC(=O)c1ccccc1NC(=O)CSc1nc2cccnc2n1C,10,-9,5,102,-0.79,4,18,1481,0,-13,1.8
COc1cccc(C2C(C#N)=C(N)Oc3cc(C)[nH]c(=O)c32)c1OC (configuration not stated),5,x,-4,101,1.4,4,3,1754,2,-6,1.1
C=CCn1c(Cc2cccs2)nnc1SCC(=O)Nc1ccc(C(=O)OCC)cc1,0,-9,-9,101,-0.04,3,2,1545,4,-1,1.8
Cn1c(=O)c2c(nc(SCc3nc(N)nc(N4CCCCC4)n3)n2C)n(C)c1=O,1,-3,6,102,0.51,-2,9,1505,-5,9,0.3
C=C(C)CSc1cc(C)c(C#N)c2nc3ccccc3n12,-1,-22,5,99,x,1,-4,1534,-1,-10,-1.3
COc1ccccc1C(=O)Nc1ccccc1C(=O)N1CCCC1,0,x,8,93,x,5,0,1543,12,5,-0.4
COc1ccc(CCNC(=O)c2cc(-c3ccc(C)c(C)c3O)n[nH]2)cc1OC,4,x,2,91,0.13,1,7,1553,10,-7,1.3
CCn1cnc2sc(C)c(C)c2c1=O,2,x,-6,104,-0.011,-8,5,1526,-4,-6,-0.1
COC(=O)c1ccccc1NC(=O)C1CC(c2ccc(F)cc2)=NO1 (configuration not stated),5,5,-1,95,-0.19,11,-3,1430,8,-10,2.3
CC(C)(C)Cc1nnc(NC(=O)CN2C(=O)c3ccccc3C2=O)s1,9,-7,-3,108,-0.49,3,-2,1599,-4,7,2.7
Cc1cccc(-n2cccc2)c1C#N,2,x,-1,107,x,0,-4,1345,-2,1,0.5
N#Cc1cccc(NC(=O)COC(=O)c2cccc(N3C(=O)c4ccccc4C3=O)c2)c1,3,1,-1,98,-0.12,4,-1,1467,10,1,2.4
O=c1[nH]cnc2c1c(-c1ccccc1)cn2-c1ccc(Br)cc1,6,5,6,87,0.51,8,21,1710,13,3,0.9
Cc1ccccc1NC(=S)N(C)Cc1cccs1,4,x,-6,97,x,0,-2,1529,6,0,1.8
COc1ccc2c(c1)OC1=C(C(=O)CCC1)C2C1=C(O)CCCC1=O (configuration not stated),-2,x,13,95,x,-6,0,1718,10,-3,4.6
Cc1onc(-c2ccccc2Cl)c1C(=O)OCN1C(=O)c2ccccc2C1=O,15,-20,7,97,x,5,0,1633,6,-4,1.0
COc1ccc(N2CCN(Cc3oc(CO)cc(=O)c3O)CC2)cc1,1,x,9,107,0.53,11,7,1709,-3,-1,0.4
CCCCN1C(=O)/C(=C2/Sc3ccccc3N2C)S/C1=N\c1ncn[nH]1,6,15,2,92,-0.73,0,2,1720,13,12,4.0
CC(CN1C(C)CCCC1C)OC(=O)c1ccccc1Cl (configuration not stated),0,-31,-3,97,-0.19,0,-5,1393,6,-17,-0.5
Cc1cc(C)cc(NC(=O)CN2CCN(CCN=CC3=C(O)CC(C)(C)CC3=O)CC2)c1,-7,x,6,103,x,-3,5,1627,-1,-13,1.2
CCCCN(CCCNC(=O)c1ccc2nc(N3CCOCC3)sc2c1)Cc1ccccc1,6,x,3,104,-0.5,8,1,1387,-8,-7,0.9
CCCCCn1c(SCCN2CCOCC2)nc2c1c(=O)[nH]c(=O)n2C,7,-3,4,103,x,-6,-7,1548,-1,4,-0.1
CC(C)OC(=O)CCc1nc2ccccc2[nH]c1=O,0,-14,4,89,x,5,2,1647,18,-1,0.9
O=C(CSc1nnc(CNc2ccc(F)cc2)n1Cc1ccco1)N1CCOCC1,-2,x,12,100,x,10,5,1674,4,-4,-1.1

# Next section:
SMILES,PPARg SRC-1 ag,S1P3 antagonist,STAT1 blocker,STAT3 act,ROMK mod,PPARg SRC-3 ag,PPARg SRC-2 ag,SRC2 TRFRET art,STAT3 inh,TLR4 MyD88 comp,RAM inhibit
O=C1/C(=C\c2cccnc2)SC(=S)N1c1ccc(F)cc1,4,-6,7,105,0.22,-1,-7,1707,-1,-3,3.4
CCO[C@H]1OC(C(=O)N2CCN(C)CC2)=C[C@@H](C2CC2)[C@@H]1CCCO,1,-5,-4,x,x,-2,-3,1562,x,-1,0.5
CC1(C)CC(=O)C=C(NCc2ccco2)C1,0,-17,0,105,0.27,-5,-2,1429,2,-16,x
O=C(CSC1=NCCS1)Nc1ccc(F)cc1,1,8,2,95,-0.11,2,4,1676,13,-1,1.4
Cc1ccccc1OCC(=O)OCC(=O)c1ccc(OC(=O)c2ccccc2)cc1,-3,x,3,114,0.45,-4,2,1554,-10,1,14*
COc1ccc(/C=C/C(=O)NCC2COc3ccccc3O2)c(OC)c1 (configuration not stated),0,-3,-13,107,-0.82,2,2,1402,-7,-10,5.2
Cc1ccc2c(c1)N(CCC(=O)NCc1ccccn1)C(=O)CO2,-2,10,2,102,0.18,2,3,1664,5,-8,2.1
N#Cc1c2c(c(NCCCN3CCOCC3)n3c1nc1ccccc13)CCC2,6,-6,3,98,-0.057,10,3,1680,4,-19,3.9
CC(=O)Nc1nc2c(ncn2COCCOC(C)=O)c(=O)[nH]1,2,-26,-2,100,1.4,-6,6,1695,1,-10,2.4
COc1cc2nc(CN3CCN(C(C)=O)CC3)[nH]c(=O)c2cc1OC,-7,1,-8,112,0.16,1,5,1568,-9,2,3.4
COc1ccc(NCN2C(=O)CCC2=O)cc1,-6,x,-2,104,-0.047,-5,3,1266,-5,9,1.7
CCOC(=O)c1cc(-c2ccccc2)nc2nc(N3CCCCC3)sc12,-3,-7,5,84,1.2,2,-2,1705,19,-2,-1.1
CCOC(=O)N1CCC(NC(=O)c2cc(-c3ccc(F)cc3)[nH]c2C)CC1,-1,11,2,100,-0.01,-6,-2,1533,3,-2,2.4
Cc1ccsc1-c1n[nH]c(=S)n1C1CCCCC1,10,-8,-5,101,x,2,6,1606,1,-14,0.6
CCCCOc1ccccc1Cn1c(=O)oc2ccc(C)cc21,-5,31,-2,102,x,5,2,1430,2,-9,0.5
Cc1ccc(C2CC(c3ccccc3)=NN2C(=S)Nc2ccccc2)o1 (configuration not stated),11,x,0,102,2,10,5,1587,-3,8,1.9
CCCC(C)NC(=O)CSc1nc2ccc(C)cc2[nH]1 (configuration not stated),5,-9,9,94,-0.69,0,8,1812,12,10,-0.1
COc1ccc(Cc2noc(COc3ccc(Cl)cc3)n2)cc1,2,x,5,97,-1.3,-5,5,1546,3,1,-0.9
Cc1cc2ccccc2c(=O)n1CC(=O)NCc1ccco1,-2,x,2,96,0.71,-8,4,1624,10,6,0.5
COC(=O)c1cc(=O)n(Cc2ccco2)c(=Nc2ccc(F)cc2)s1,2,-6,-1,x,x,2,5,1624,x,-4,2.1
COc1ccccc1S(=O)(=O)Cc1ccc(C(=O)NC2CCCCC2)o1,4,8,-1,95,x,0,6,1635,15,-12,-0.2
CC1=C(C(=O)NCc2ccccc2)C(c2cccs2)NC(=S)N1 (configuration not stated),12,-22,6,94,-1.4,3,7,1600,12,-6,1.4
COCCn1nnnc1C(c1ccccn1)N1CCN(c2cc(Cl)ccc2C)CC1 (configuration not stated),4,x,2,98,0.016,20,4,1658,2,0,-0.7
COc1ccc(CC(=O)Nc2nnc(C(C)C)s2)cc1,2,7,-4,100,0.13,3,-9,1698,5,-16,1.4
COc1ccc(C2=NN(CN3C(=O)C(=O)c4ccccc43)C(c3ccc(Br)cc3)C2)cc1 (configuration not stated),4,x,-22,99,x,7,1,1406,3,-14,2.9

# Following part:
SMILES,PPARg SRC-1 ag,S1P3 antagonist,STAT1 blocker,STAT3 act,ROMK mod,PPARg SRC-3 ag,PPARg SRC-2 ag,SRC2 TRFRET art,STAT3 inh,TLR4 MyD88 comp,RAM inhibit
COc1ccc([N+](=O)[O-])cc1NC(=O)CCNC(=O)Cn1ccc2ccccc2c1=O,10,-17,-2,97,0.6,3,-3,1822,5,-6,3.6
Cc1ccc(S(=O)(=O)NC2(C(F)(F)F)C(=O)Nc3c2c(=O)n(C)c(=O)n3C)cc1 (configuration not stated),-2,-12,4,100,-0.55,-1,-4,1334,0,1,1.8
CC1(CC(=O)N/N=C/c2ccc(-c3cccc(C(F)(F)F)c3)o2)OCCO1,-3,-13,0,96,-2.8,0,-5,1470,6,3,-0.3
O=C(Cn1nnc2ccccc21)c1ccccc1,-3,-3,-1,85,-1.9,-1,6,1616,21,11,0.1
O=C(COc1ccc(Cl)cc1)NNC(=O)CSc1nncs1,3,4,-7,106,0.31,0,0,1641,-6,4,1.8
CN(Cc1ccsc1)C(=O)CCc1nnc(Cc2c[nH]c3ccccc23)o1,-7,-9,2,111,x,6,-4,1366,-9,15,-0.6
O=C(COC(=O)/C=C/c1ccc([N+](=O)[O-])cc1)NC(c1ccccc1)c1ccccc1,-2,-1,1,104,0.28,2,1,1559,-4,11,0.7
O=C(Nc1ccccc1)N1CCCC(c2nc(-c3ccc(F)cc3)no2)C1 (configuration not stated),10,x,5,95,x,2,3,1725,10,-5,2.5
COC(=O)c1sc2ccccc2c1NC(=O)c1ccc(S(=O)(=O)N2CCCC(C)C2)cc1 (configuration not stated),-2,-4,-1,100,x,-4,-16,1426,-1,-5,2.8
Cc1cc(N/N=C/c2ccc(Cl)cc2)nc(NCc2ccccc2)n1,7,19,-9,92,x,-4,5,1594,5,-3,-0.2
Fc1cccc2sc(Nc3nnc(-c4ccco4)o3)nc12,8,-38,-35,112,5.1*,11,14,1664,-12,-19,2.2
COc1cccc(NC(=O)c2oc3ccc(S(=O)(=O)N4CCOCC4)cc3c2C)c1,-2,8,-2,104,0.98,-3,4,1712,8,-8,3.0
Cc1ccc(C)c(N2CCN(C(=O)CCNC(=O)Cn3ccc4ccccc4c3=O)CC2)c1,-1,-17,-7,113,-0.0011,-8,-4,1524,-11,2,6.1
Cc1ccc(C(=O)N/C(=C\c2cn(-c3ccccc3)nc2-c2ccccc2)C(=O)N2CCOCC2)cc1,-14,x,4,107,x,1,-6,1401,3,18,7.0
O=C(Cn1nc2ccccc2n1)N/N=C/c1cc([N+](=O)[O-])ccc1O,1,-14,2,105,-0.33,4,-5,1570,-5,5,3.4
CCC(C)NC(=O)C1CCN(S(=O)(=O)c2cccnc2)CC1 (configuration not stated),2,x,1,95,0.091,0,4,1648,7,-4,-0.5

# Entries of single compounds from above. Order of screens: PPARg SRC-1 ag	S1P3 antagonist	STAT1 blocker	STAT3 act	ROMK mod	PPARg SRC-3 ag	PPARg SRC-2 ag	SRC2 TRFRET art	STAT3 inh	TLR4 MyD88 comp	RAM inhibit
# CCC(C)NC(=O)C1CCN(S(=O)(=O)c2cccnc2)CC1 (configuration not stated) reads 2	x	1	95	0.091	0	4	1648	7	-4	-0.5
# O=C(Cn1nnc2ccccc21)c1ccccc1 reads -3	-3	-1	85	-1.9	-1	6	1616	21	11	0.1
